Hck Nef HTS: human Hck-Nef kinase inhibition | P08631 | Recombinant Hck-YEEI plus Nef, Z-Lyte FRET kinase assay | inhibition, % at 20 µM | actives 0.68% (n = 220,000) | AID 463187;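 active = Hck-Nef kinase inhibition above about 50%, limit read from the data; inactive = inhibition below that limit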;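 note: 0% = DMSO with Hck plus Nef and 100% = Hck alone without Nef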
RBBP9 inhibitor: blocks human serine hydrolase RBBP9 | O75884 | recombinant RBBP9, FP-Rh probe fluorescence polarization | inhibition, % at 7.94 µM | actives 0.2% (n = 220,000);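 active = inhibition above the campaign mean of all tested compounds plus 3 SD, cut at about 14% in these data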;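 note: plate controls were DMSO wells with RBBP9 for no effect and wells lacking RBBP9 protein for full effect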
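Controls: DMSO-treated enzyme wells and wells lacking RBBP9 | Material: RBBP9 protein | Technique: Fluorescence polarization | Replication: Single well per compound, no replicates | Buffer or medium: Tris-NaCl-Pluronic buffer, pH 8.0 | Timing: 30 min compound preincubation, 45 min probe labeling, 25 °C | Read-out basis: Percent inhibition from mP, scaled between DMSO and no-protein wells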
NPY2 pot ag: potentiates or activates human NPY-Y2 receptor. P49146. cells expressing NPY-Y2, potentiator/agonist read-out. activation, % at 3.6 µM. actives 0.45% (n = 220,000). AID 1359; in the data active = activation above about 27%;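 note: cells stimulated with NPY near EC25 plus isoproterenol at EC100; 0% = vehicle plus submaximal agonist and 100% = vehicle plus saturating agonist; some results beyond the cut were filed as inactive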
Runt-CBFb FRET: Runt domain-CBFb interaction inhibition | inhibition, % at 20 µM | actives 0.46% (n = 220,000) | AID 1496 | Cerulean-Runt/Venus-CBFb FRET ratio 530/480, 1 h;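 active = inhibition over about 50% at 20 µM in the single-dose screen, limit read from the data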;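 note: 0% = DMSO wells and 100% = excess unlabeled CBFb competitor control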
Target sequence (Q01196 whole entry, looked up, the tested form may be a part): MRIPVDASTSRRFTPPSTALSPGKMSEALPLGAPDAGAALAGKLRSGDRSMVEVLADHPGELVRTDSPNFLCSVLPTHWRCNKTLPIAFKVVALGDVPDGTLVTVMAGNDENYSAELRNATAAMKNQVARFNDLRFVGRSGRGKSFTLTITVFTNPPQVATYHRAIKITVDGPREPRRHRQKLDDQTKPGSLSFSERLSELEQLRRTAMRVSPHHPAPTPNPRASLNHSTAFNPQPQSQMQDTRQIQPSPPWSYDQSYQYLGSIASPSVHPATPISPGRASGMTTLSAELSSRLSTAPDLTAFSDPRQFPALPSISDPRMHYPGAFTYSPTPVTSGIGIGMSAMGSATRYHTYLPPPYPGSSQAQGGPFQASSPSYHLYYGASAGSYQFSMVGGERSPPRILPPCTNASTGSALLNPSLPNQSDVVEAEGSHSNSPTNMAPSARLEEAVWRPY
Target sequence (Q13951 whole entry, looked up, the tested form may be a part): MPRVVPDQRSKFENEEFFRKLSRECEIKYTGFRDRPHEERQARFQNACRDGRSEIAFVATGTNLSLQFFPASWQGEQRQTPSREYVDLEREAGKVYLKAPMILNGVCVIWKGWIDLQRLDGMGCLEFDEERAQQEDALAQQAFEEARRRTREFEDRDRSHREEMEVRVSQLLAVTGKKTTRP
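Assay system: Cerulean-tagged RUNX1 Runt domain (FRET donor) fusion protein / Amount: 100 nM each of Venus-CBFb and Cerulean-Runt domain / Medium: Tris buffer pH 7.5 with salts and BSA / Also added: Venus-CBFb 100 nM / Schedule: 1 h complex formation plus 1 h compound treatment, room temperature / Signal: FRET fluorescence / Read-out: loss of energy transfer signal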
p97 inhibitor: inhibitors of human p97 ATPase. P55072. recombinant p97 ATPase, Kinase-Glo ATP luminescence, 3 h. inhibition, % at 8 µM. actives 0.42% (n = 220,000). AID 1481; in the data active = inhibition above about 15%;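 note: 0% = DMSO vehicle and 100% = wells lacking enzyme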
Runt-SMMHC FRET: Runt domain-CBFb-SMMHC interaction inhibition; Q01196+Q13951; Cerulean-Runt/Venus-CBFb-SMMHC FRET ratio 530/480, 1 h; actives 0.74% (n = 220,000); inhibition, % at 20 µM;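 active = mean inhibition across duplicate retests at 20 µM reaching about 50%, limit read from the data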;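 note: 0% = DMSO wells and 100% = wells with excess untagged CBFb-SMMHC; inhibitors lower the FRET ratio by blocking Runt binding to CBFb-SMMHC; some results filed as inactive read as strong as hits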
NPY1 pot ag: potentiators or agonists of human neuropeptide Y receptor Y1 | P25929 | NPY-Y1 expressing cells, potentiator/agonist activation | activation, % at 3.6 µM | actives 0.37% (n = 220,000); in the data active = activation above about 33%, passing the limit was not always enough;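 note: cells stimulated with NPY at EC10 then isoproterenol at EC100; 0% = low agonist plus stimulus and 100% = saturating agonist plus stimulus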
Target sequence (P25929 whole entry, looked up): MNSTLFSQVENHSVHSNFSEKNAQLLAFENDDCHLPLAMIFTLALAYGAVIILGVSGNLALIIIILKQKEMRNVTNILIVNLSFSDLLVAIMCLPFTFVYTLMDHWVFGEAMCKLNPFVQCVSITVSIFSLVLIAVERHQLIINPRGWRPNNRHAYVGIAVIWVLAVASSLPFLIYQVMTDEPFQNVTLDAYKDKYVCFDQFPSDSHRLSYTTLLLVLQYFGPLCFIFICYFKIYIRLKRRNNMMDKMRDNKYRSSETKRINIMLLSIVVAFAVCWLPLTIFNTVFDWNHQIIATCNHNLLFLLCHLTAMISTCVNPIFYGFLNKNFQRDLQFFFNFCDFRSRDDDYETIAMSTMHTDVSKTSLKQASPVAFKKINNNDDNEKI
MDM2 E3 inh: inhibitors of human Mdm2 E3 ubiquitin ligase; Q00987; cell-based MDM2 ubiquitination luciferase reporter, 2 h; 0 = plate control, 100 = twice control, blank-subtracted; signal enhancement, % at 5 µM; actives 0.11% (n = 210,000);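 active = signal enhancement of 30% or more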;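 note: luminescence tracks abundance of the self-degrading MDM2-luciferase fusion protein; higher signal means inhibition of MDM2 E3 ligase activity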
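Timing – 2 h compound exposure at 37 °C · Assay system – mammalian cells stably expressing self-ubiquitinating, self-degrading MDM2 E3–luciferase fusion · Amount – 2000 cells seeded into each well · Measure – % luminescence enhancement versus blank-corrected plate control mean · Measured by – SteadyLite luminescence, 15 min reagent step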
NPY-Y1 antag: blocks the human neuropeptide Y Y1 receptor. P25929. HEK293-CNG Y1 cells, membrane potential fluorescence; NPY at EC95, then isoproterenol. inhibition, % at 3.6 µM. actives 1% (n = 200,000);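 active = inhibition above the campaign mean inhibition of all tested compounds plus 3 SD, cut at about 20% in these data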;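 note: 0% = DMSO wells given NPY plus isoproterenol and 100% = isoproterenol alone without NPY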
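Material: HEK293 Y1/CNG channel cell line | Also added: NPY (25 nM), isoproterenol (1 µM), Ro 20-1724 (25 µM) | Compound: One concentration, 3.6 µM, in 0.4% DMSO | Schedule: 3 h dye uptake, 1 h room-temperature compound, 45 min post-isoproterenol | Signal: Membrane-potential fluorescent dye readout | Read-out: % inhibition of NPY effect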
Numbers without * were called inactive; . = no result given.

SMILES	Hck Nef HTS	RBBP9 inhibitor	NPY2 pot ag	Runt-CBFb FRET	p97 inhibitor	Runt-SMMHC FRET	NPY1 pot ag	MDM2 E3 inh	NPY-Y1 antag
Cc1nc2c(C#N)c[nH]n2c(=O)c1CCO	8	-9	5	-1	1	0	8	.	.
COc1ccc(C)cc1S(=O)(=O)Nc1ccc2c(c1)OCO2	19	-6	9	0	-4	-2	-9	-18	-9
C=CCn1c(C)cc(C(=O)CSc2nnc3c(Cl)cc(Cl)cn23)c1C	-1	1	16	3	1	-1	-16	-2	3
O=C1CN(c2ccccc2Cl)C(=O)CN1c1ccccc1Cl	0	-1	-16	0	-4	2	-7	-14	-2
Cc1ccc(N2CC(C(=O)Nc3cccnc3)CC2=O)cc1 (centres undefined)	0	-3	5	1	6	1	1	-1	1
COC(=O)C1=C(C)Nc2nc(-c3ccccc3)nn2C1c1ccc(C)o1 (centres undefined)	6	-1	0	-2	1	2	5	-8	1
COc1cc(NS(=O)(=O)c2ccc(NC(C)=O)cc2)cc(OC)c1	1	-7	15	2	6	0	9	-12	-8
CCC(C)(C)n1nnnc1C(c1ccc2ncccc2c1)N1CCCC(C)C1 (centres undefined)	5	-2	-1	-3	-4	3	-11	.	19
CNCC(O)Cn1c2c(c3ccccc31)CCCC2 (centres undefined)	18	-5	-3	-10	7	-9	7	-11	7
CC(C)CCn1c(SCC(N)=O)nc2c1c(=O)n(C)c(=O)n2C	5	-8	3	4	1	-3	0	-13	-1
COc1cccc(OC)c1C(=O)Nc1nnc(-c2cccs2)s1	21	4	-10	4	1	-1	3	-1	13
Nc1nc(NCCCN2CCOCC2)nc(Nc2ccccc2)c1[N+](=O)[O-]	2	-5	1	-3	6	3	-9	0	3
COc1cc(Cl)c(C)cc1NC(=O)CSc1nc2ccccc2o1	-1	-1	-11	2	-4	-2	-10	-2	11
CC(C)NCCOCCSc1ccc(Cl)cc1	-1	0	-1	1	-2	6	-2	1	1
O=C(/C=C/Nc1ccc(F)cc1)c1cccs1	1	2	11	.	-9	.	11	.	3
CCOCCn1c(SCC)nc2c1c(=O)[nH]c(=O)n2C	-6	-2	1	-2	4	-17	0	-22	2
CCNc1c([N+](=O)[O-])c(=O)n(CC)c2ccccc12	17	2	-3	1	11	-1	4	-23	.
COc1cccc(C2NC(c3cccc(OC)c3O)C(C)C(=O)C2C)c1O (centres undefined)	-1	2	-11	8	1	4	6	-12	1
O=C(CN1CCCC(O)C1)N1c2ccccc2Sc2ccc(C(F)(F)F)cc21 (centres undefined)	-2	-4	10	-4	-8	2	-19	-11	-4
CN(CCC#N)C(=O)COC(=O)c1ccccc1OCc1ccccc1Cl	22	-3	15	-7	0	3	-6	-18	0
CCOC(=O)C1CCN(S(=O)(=O)c2ccc(C)cc2)CC1	1	2	8	-1	4	0	3	-10	-7
COc1ccc(N2CCN(C(=O)CN(C)S(=O)(=O)c3cnc[nH]3)CC2)cc1	2	-4	9	-2	3	3	16	-7	-2
CCOC(=O)CN1C(=O)CN(c2ccc(C)cc2)C1=O	3	-7	-5	-2	-1	-2	-24	-17	3
COc1ccc(-c2ccc(C#N)c(SCC(=O)Nc3sc4c(c3C#N)CCC4)n2)cc1	-2	-10	-1	.	-5	-19	3	-3	3
O=C1N/C(=N/N=C/c2ccco2)SC1Cc1ccccc1 (centres undefined)	19	-11	-10	4	2	2	-27	-12	-2

Rewritten with two lines to a compound: entries from further up.
Values run as follows: Hck Nef HTS | RBBP9 inhibitor | NPY2 pot ag | Runt-CBFb FRET | p97 inhibitor | Runt-SMMHC FRET | NPY1 pot ag | MDM2 E3 inh | NPY-Y1 antag
CCOCCn1c(SCC)nc2c1c(=O)[nH]c(=O)n2C
    -6 | -2 | 1 | -2 | 4 | -17 | 0 | -22 | 2
CCNc1c([N+](=O)[O-])c(=O)n(CC)c2ccccc12
    17 | 2 | -3 | 1 | 11 | -1 | 4 | -23 | .
COc1cccc(C2NC(c3cccc(OC)c3O)C(C)C(=O)C2C)c1O (centres undefined)
    -1 | 2 | -11 | 8 | 1 | 4 | 6 | -12 | 1

Further records
SMILES	Hck Nef HTS	RBBP9 inhibitor	NPY2 pot ag	Runt-CBFb FRET	p97 inhibitor	Runt-SMMHC FRET	NPY1 pot ag	MDM2 E3 inh	NPY-Y1 antag
CCCCCCc1c(O)nc(SCC(=O)O)[nH]c1=O	6	.	.	1	.	-8	.	2	.
CCOC(=O)Cn1nc(-c2ccccc2)c2cnc3ccc(C)cc3c21	10	-9	7	-3	4	1	-35	.	3
COc1ccccc1-c1cc(C(=O)N/N=C/C=C/c2ccccc2[N+](=O)[O-])c2ccccc2n1	4	-6	-1	-3	10	-2	14	-13	-4
O=C1CN(c2cc(Cl)cc(Cl)c2)C(=O)CN1/N=C/c1cccnc1	-7	0	-28	2	-7	0	2	77*	.
CCOc1ccc2c(c1)OC(c1ccc(OC)cc1)(C(F)(F)F)NC2=O (centres undefined)	1	-5	6	0	4	6	6	-17	0
O=C(COc1ccccc1)NNC(=S)NC(=O)c1ccccc1	21	-11	-8	14	9	4	7	-6	3
COCCN1C(=S)NC(c2cccc(C(F)(F)F)c2)C(C(=O)N2CCOCC2)=C1C (centres undefined)	-9	5	-3	-1	4	6	14	-9	1
CC(C)N(c1ccccc1)c1ccc(NC(=O)COC(=O)CCN2C(=O)c3cccc([N+](=O)[O-])c3C2=O)cc1	2	5	-7	-3	2	-2	-5	-4	-3
O=C(CSCc1c(F)cccc1Cl)NCc1cccnc1	0	1	16	0	5	-6	2	-11	-3
COc1cccc(NC(=S)N(CCCN2CCN(C)CC2)Cc2ccco2)c1	-7	2	1	-6	6	0	4	13	-1
Cc1cc(NC(=O)/C=C/c2ccccc2)no1	0	7	3	1	-4	-1	16	-48	-2
CN1CC(=O)N(CC(=O)Nc2ccc(Br)cc2F)C1=O	-22	0	3	1	7	4	13	7	6
O=C(c1cnccn1)N(c1ccccc1)C1(C(=O)NC2CCCCC2)CCCCC1	2	-1	-17	-1	-2	5	8	-11	0
CCOc1ccc(-c2c(C#N)c(N)nc3sc(C(=O)c4ccccc4)c(N)c23)cc1	6	9	-24	-116	7	-53	1	.	.
Cc1cccc(N2CN(Cc3cccnc3)CNC2=S)c1	4	-7	1	-4	1	0	14	6	-2
Cc1cc2c(c(SCC(=O)N(C)c3ccccc3)n1)C(=O)OC2	0	-2	8	0	-1	4	10	-14	4
Cc1ccc(S(=O)(=O)N/N=C/c2ccc(OCC(=O)N3CCOCC3)cc2)cc1	24	-3	4	1	4	2	-1	-2	0
COC(=O)c1nnn(-c2ccc(Cl)c(Cl)c2)c1C(=O)OC	16	-1	-1	-1	1	0	-1	-3	2
Cc1ccnc(NS(=O)(=O)c2ccc(NC(=O)C3CC=CCC3C(=O)O)cc2)n1 (centres undefined)	5	-7	7	-1	0	1	3	-8	6
COc1cc(C(=O)NCc2nnc(SCC(=O)N3CCCc4ccccc43)o2)cc(OC)c1OC	15	-6	2	-1	-6	-1	7	-8	0
COc1ccc(C)cc1NC(=O)C(Sc1ccccc1)c1ccccc1 (centres undefined)	0	-3	-24	-2	-4	2	-29	-8	3
CCCC(=O)Oc1ccccc1C1SCc2cc(C)c(C)cc2CS1	1	6	5	-2	1	6	2	-6	3
COc1cccc(NC(=O)CCC(=O)NCc2ccco2)c1	7	6	-14	2	1	-4	27	5	7
CCc1ccc(-n2c(Cn3nc(C(F)(F)F)cc3C)n[nH]c2=S)cc1	-1	4	5	-1	2	9	22	-29	3
CCOC(=O)c1nn(-c2ccc(Br)cc2)cc1C(=O)c1cccc2ccccc12	1	-5	-11	0	1	3	7	1	0

(continued)
SMILES	Hck Nef HTS	RBBP9 inhibitor	NPY2 pot ag	Runt-CBFb FRET	p97 inhibitor	Runt-SMMHC FRET	NPY1 pot ag	MDM2 E3 inh	NPY-Y1 antag
C/C(=N\O)c1ccc(N2C(=O)C3CC=C(Cl)CC3C2=O)cc1 (centres undefined)	1	-8	-22	-4	-1	-4	-5	.	13
Cc1ccc(NC(=O)COC(=O)Cc2ccsc2)cc1S(=O)(=O)N1CCOCC1	-1	-4	7	-1	3	3	18	5	4
COc1ccc(OC)c(Nc2nc(-c3sc(C)nc3C)cs2)c1	0	11	14	-1	-6	-1	-3	-11	5
O=C(CSc1ccc(-c2cccs2)nn1)NCc1ccccc1Cl	4	-6	-17	2	6	-5	-1	-9	0
O=C1CC(N2CCOCC2)C(=O)N1CCc1ccccc1 (centres undefined)	2	2	-3	-3	4	-2	3	-11	2
CCOc1cc(/C=C2/COc3ccccc3C2=O)ccc1OCC(=O)N(C)C	16	6	0	-8	0	-3	0	-24	-7
CCCOC(=O)NC1C(NC(=O)OCCC)N(C)C(=O)N1C (centres undefined)	0	-4	-3	-2	1	-8	1	-4	-1
COc1ccccc1N1CCN(CC(=O)c2c(C)[nH]c3ccccc23)CC1	3	4	11	0	4	2	6	-7	-7
COc1ccc(C(=O)Nc2nc3ccccc3[nH]2)cc1S(=O)(=O)N1CCOCC1	-31	-10	-6	-3	-5	-2	-20	-21	5
CCC(C)(C)C(=O)Nc1cccc(Cl)c1C	-4	-12	6	-1	-2	4	-19	0	-1
COn1c(C)c(C(C)=O)c2c3nonc3ccc21	6	-9	4	-6	10	-58	-14	-17	-4
CCOC(=O)C1=C(C)Nc2ncnn2C1c1cccs1 (centres undefined)	2	-2	13	.	-1	-5	-1	-18	-4
O=C(COC(=O)CCCNC(=O)c1ccc(Cl)cc1)Nc1cc(Cl)c(Cl)cc1Cl	1	1	9	-1	4	2	8	-17	-5
O=c1c2c(nc3cc(-c4cccc(Cl)c4)[nH]n13)CCC2	2	5	5	14	0	5	-6	-19	1
COc1ccc(CN2C(=O)CC(C(=O)NCCc3ccc(S(N)(=O)=O)cc3)SC2=Nc2ccccc2)cc1 (centres undefined)	17	-6	8	-5	5	-4	20	-5	-1
O=c1cc(CNc2cc(Cl)ccc2Cl)nc2sccn12	2	-1	-10	-2	-3	-5	-7	-1	0
Cc1sc2nc(CC(=O)N3CCCC3)[nH]c(=O)c2c1C	29	-3	3	2	2	-2	-4	-5	-2
Cc1nc2ccc(NC(=O)N3CCCCC3)cc2nc1C	4	-7	5	-7	-1	-22	-17	6	4
Cc1cccc(N2C(=O)CN(Cc3sccc3C)C2=S)c1	2	-1	7	0	-1	-4	-1	-4	1
CC(=O)NS(=O)(=O)c1ccc(N=NN2CCCCC2)cc1	1	-4	-1	-1	5	-1	2	-6	2

High-throughput results (PubChem BioAssay)
